# APEX1 inh = qHTS Assay for Inhibitors of the Human Apurinic/apyrimidinic Endonuclease 1 (APE1). DNA repair nuclease/redox regulator APEX1 (Homo sapiens), P27695. recombinant APE1, TAMRA/BHQ-2 abasic DNA cleavage fluorescence. Potency, µM (top dose mostly 65.8 µM), without a hit: top-dose activity change, negative = inhibition, most hits filed as inhibitors. hit rate 0.35% among 350,000. AID 2517, 2012;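 note: potency is the fitted concentration of half-maximal effect; plate controls were vehicle for no effect and reference inhibitor for full effect; nearly all actives have a fitted effect of over 55% in size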
#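 Quantitative HTS: incision of a TAMRA/BHQ-2 double-stranded substrate bearing a tetrahydrofuran abasic site by 0.75 nM APE1 raises fluorescence. Substrate 50 nM final, added after 15 min compound preincubation at room temperature; progress as third-minus-first kinetic read difference.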
# Pol kappa inh = qHTS for Inhibitors of Polymerase Kappa; purified Pol kappa, fluorescent DNA synthesis assay, 10 min; Potency, µM (top dose mostly 107 µM), inactives show at the top dose activity, negative = inhibition, most hits filed as inhibitors; hit rate 0.53% among 400,000; AID 588579, 2011; note: potency is the fitted concentration of half-maximal effect; % is set by controls: 0 for no effect and ±100 for the full control effect
#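 Readout: fluorescence, taken kinetically at 0 and 10 min. Conditions: 10 nM Pol kappa, 15 min RT compound preincubation, 50 nM substrate final. Controls: enzyme-free buffer wells.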
# Apoferritin bind = qHTS Assay for Identification of Novel General Anesthetics; Ferritin light chain (Equus caballus), P02791; apoferritin/1-aminoanthracene competitive binding, fluorescence; Potency, µM (doses to about 77.5 µM), for the others: at the top dose activity change, negative = displacement, most hits filed as inhibitors; hit rate 0.074% among 350,000; note: potency is the fitted concentration of half-maximal effect; % is set by controls: 0 for no effect and ±100 for the full control effect; nearly all actives have a fitted effect of over 20% in size
#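 Horse-spleen apoferritin (10 uM) was mixed with 50% saturated 1-aminoanthracene in PBS, exposed to compounds for 10 min at room temperature, and read for fluorescence (ex 380 nm, em 535 nm). Competitive displacement was fitted with a four-parameter Hill equation.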
# BLM helicase inh = qHTS Assay for Inhibitors of Bloom's syndrome helicase (BLM); RecQ-like DNA helicase BLM (Homo sapiens), P54132; recombinant BLM DNA unwinding, fluorescence dequenching; Potency, µM (top dose mostly 56.1 µM), inactives show at the highest dose activity change, negative = inhibition, usual class: inhibitors; hit rate 0.2% among 350,000; AID 2528, 2010;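 note: potency is the fitted concentration of half-maximal effect; plate controls were vehicle for no effect and no enzyme for full effect; nearly all actives have a fitted effect of over 35% in size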
# Pol iota inh = qHTS for Inhibitors of Polymerase Iota. Pol iota fluorescent replication assay, 10 min. Potency, µM (doses to about 115 µM), without a hit: at the highest dose activity, negative = inhibition, hits mostly inhibitors. AID 588590, 2011. DNA polymerase iota (Homo sapiens), Q9UNA4. hit rate 1% among 390,000; note: potency is the fitted concentration of half-maximal effect
#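 Fluorescent replication assay read twice, at 0 min and 10 min after adding 50 nM (final) substrate. Enzyme (10 nM) and compounds were first incubated 15 min at room temperature; enzyme-free buffer wells were negative controls.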
# Pol beta inh = qHTS Assay for Inhibitors of DNA Polymerase Beta | P06746 | Pol beta primer extension/strand displacement, fluorescence kinetic | Potency, µM (titrated, usually from 114 µM), for inactives: top-dose activity change, negative = inhibition, hits mostly inhibitors | hit rate 1.3% among 340,000; note: potency is the fitted concentration of half-maximal effect; % is set by controls: 0 for no effect and ±100 for the full control effect
#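 Curves were derived by four-parameter Hill fits of normalized qHTS data. The kinetic fluorescent primer-extension read was taken at 0 and 10 min after 50 nM substrate, following a 15 min room-temperature preincubation of 10 nM enzyme with compounds.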
# 12-LOX inh = Primary qHTS assay for inhibitors of human arachidonate 12S-lipoxygenase (ALOX12): Round 2; Polyunsaturated fatty acid lipoxygenase ALOX12 (Homo sapiens), P18054; purified 12hLO, xylenol orange hydroperoxide absorbance; Potency, µM (titrated, usually from 108 µM), for the others: top-dose activity change, negative = inhibition, hits mostly inhibitors; hit rate 1.1% among 580,000; AID 1671190, 2021; note: potency is the fitted concentration of half-maximal effect; % is set by controls: 0 for no effect and ±100 for the full control effect
#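 Hydroperoxide product was detected by ferrous iron/xylenol orange as the 573 to 405 nm absorbance ratio. Arachidonic acid at 40 uM (final) was turned over for 30 min at room temperature by 150 nM human 12hLO, pH 7.0 Hepes buffer, after 15 min compound preincubation.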
# TRHR ag = qHTS for Small Molecule Agonists and Allosteric Enhancers of Human TRH Receptor: Primary Screen for Agonists | hit rate 0.18% among 360,000 | Thyrotropin-releasing hormone receptor (Homo sapiens), P34981 | AID 493084, 2011 | activation, % at 2 µM | TRHR cells, calcium flux fluo-8, FDSS agonist mode; in the data active = activation above about 30%; note: 0% is about no effect
#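 Fluo-8-loaded TRHR cells; 10 s baseline, compound added, kinetic Ca2+ fluorescence read 1/s, agonist mode.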
# ERG-DNA inh = qHTS for Small Molecule Inhibitors of the ERG Ets/DNA interaction | fluorescence polarization, His-ERG Ets domain / labelled DNA | Potency, µM (doses to about 76.9 µM), for the others: at the highest dose FP activity, negative = inhibition, usual class: inhibitors | hit rate 0.028% among 370,000 | AID 624246, 2012; active = well fitted inhibition curve with a large enough effect in the polarisation, with a control signal flat; inconclusive = small, poorly fitted or top-dose-only effect, or effect the other way, or a change in a side signal; inactive = no such curve, though single readings can be large or run the other way; the % refers to the polarisation;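 note: polarization taken with two DNA probes labelled with fluorescein and Texas red; potency is the fitted concentration of half-maximal effect; % of control where 0% means no effect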
#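 His-tagged ERG Ets domain (1 uM in the protein solution; 300mM KCl, 50mM Tris-HCl, 1mM EDTA, 1mM DTT, pH 7.5) received compound, then a probe mix of 5 nM fluorescein-DNA and 100nM Texas-615-DNA. Fluorescence polarization was read for both dyes.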
# An asterisk follows results filed as active; i = inactive; ? = inconclusive; . = no result given; & = joins results of further samples; [ ] = dose if it differs, or a comment. Unless noted, calls come from the whole dose curve; as a rule, active = well fitted curve in the direction sought with a large enough effect; inconclusive = small, poorly fitted or top-dose-only effect, or another doubt; inactive = no such curve, though single readings can be large; an effect the other way counts as inactive or inconclusive. An excerpt; the hit share may differ from the screen's.
SMILES,Pol beta inh,Apoferritin bind,Pol kappa inh,APEX1 inh,ERG-DNA inh,TRHR ag,12-LOX inh,BLM helicase inh,Pol iota inh
Cc1cc(O)c(C(c2ccccc2)N2CCCCC2)c(=O)n1Cc1ccco1 (stereo not drawn),14.4%,-10.8%,-4.7%[60.1 µM],.,6.8%,-0.2,-8.0%,-1.0%,22.0%
CN(CC1CCOCC1)C(=O)CC1C(=O)NCCN1Cc1cccc(F)c1 (stereo not drawn),12.5%,3.3%,-15.5%,5.5%,-6.0%,0.0,10.8%,0.1%,7.9%
CC1Cc2ccccc2N1C(=O)Cn1cnc2c1c(=O)n(C)c(=O)n2C (stereo not drawn),17.6%,-2.6%,-6.4%,8.6%,-3.4%,0.2,-28.5%,-0.6%,-8.6%
COc1cccc(C(=O)C2CCCN(CC3=Cc4cc(OC)ccc4OC3)C2)c1 (stereo not drawn),7.5%,-20.2%,-5.1%,-7.2%,-5.7%,1.4,-28.2%,-8.0%,?
Cc1noc(C)c1COc1ccccc1C(=O)NNC(=O)c1ccc(F)cc1,.,.,7.0%,2.4%,5.5%,0.3,12.5%,.,19.1%
O=C(CSc1nnc(-c2ccncc2)s1)Nc1ccccc1,1.6%,-5.3%,-2.0%,19.5%,-2.9%,0.1,-10.6%,-5.1%,62.1%[activator]
CC(C)=CC1C(C(=O)O)C1(C)C (stereo not drawn),.,-12.6%,-7.3%[60.1 µM],0.1%,.,.,.,0.8%,.
Cc1cccc(NC(=O)[C@@H](CC(C)C)NC(=O)[C@@H]2Cc3ccccc3CN2)c1,50.2%[activator],-16.1%,-11.7%,0.2%,0.8%,0.3,-0.9%,-3.8%,-18.1%
COc1ccc(Cc2nnc(NC(=O)c3ccc(OC(C)=O)cc3)s2)cc1OC,2.8%,-14.1%,-9.6%,-4.6%,11.6%,-0.2,0.0%,-9.4%,?
CN(C)C(=O)c1ccc(-c2cncnc2Nc2ccccc2)cc1,.,.,-1.9%[60.1 µM],-1.2%,.,.,?,5.0%,.
O=C(/C=C/c1ccc(Br)cc1)NC(=S)Nc1ccc(S(=O)(=O)Nc2nccs2)cc1,?,1.0%,-4.6%,2.6%,-1.9%,0.9,-15.6%,?,15.9%
COc1ccc(F)cc1CSc1nnnn1-c1ccc(O)cc1,42.1%,-6.1%,-1.5%,-4.5%,6.3%,-0.8,?,-6.3%,36.2%[activator]
CC(=O)NC12CC3CC(C1)CC(C(=O)N1CCN(c4ncccn4)CC1)(C3)C2,.,.,-8.2%,.,-6.2%,.,i,.,18.3%
C=COCCNC(=S)Nc1ccccc1,1.6%,-22.7%,2.2%,2.5%,?,-0.6,?,-5.3%,49.1%[activator]
Cc1cc(C)c(NC(=O)CN2C(=O)CC(C)S(=O)(=O)c3ccccc32)c(C)c1 (stereo not drawn),30.1%,-6.2%,-12.8%,6.5%,-2.1%,0.0,3.0%,-1.0%,30.8%[activator]
O=C(OCC(=O)N1CCc2ccccc2C1)c1cccs1,?,?,-13.8%,-7.2%,-6.7%,0.3,-24.9%,1.6%,85.9%[activator]
Cc1cccc(C(C)C)c1NS(=O)(=O)c1cn(C)nc1C,6.0%,-5.1%,-8.6%,27.1%,-3.2%,0.0,11.0%,-3.8%,41.4%[activator]
O=C(OCc1nnc(-c2ccccc2)o1)c1cc(F)c(F)cc1Cl,17.1%,-23.8%,-1.8%,9.6%,2.3%,0.5,-0.1%,-4.3%,157.9%[activator]
COc1ccc(C2=NOC(C(=O)NCc3cccs3)C2)cc1 (stereo not drawn),22.2%,-1.5%,-1.7%,1.3%,7.7%,-0.7,0.0%,0.9%,28.1%
CC(C)Nc1nc2c(c(=O)n(C)c(=O)n2C)n1C,-1.5%,7.7%,-9.9%,-4.1%,1.0%,0.3,-10.9%,-0.3%,-13.9%
COCCCN1CCc2[nH]c(=S)[nH]c(=O)c2C1,15.1%,-1.4%,4.2%,1.5%,.,1.1,-5.6%,-1.5%,22.2%
COc1ccc(NC(=O)CCS(=O)(=O)c2cccc3nonc23)c(OC)c1,-6.2%,0.4%,1.2%,5.8%,-8.6%,-0.4,-25.0%,-1.0%,14.4%
O=C(Cn1nnc(-c2cccs2)n1)N1CCc2ccccc2C1,4.0%,-15.3%,-17.2%,-1.4%,-2.9%,-0.2,-22.9%,-3.6%,73.6%
CN(CC(=O)Nc1ccc(F)cc1)C(=O)c1ccc(N2C(=O)CCC2=O)cc1,.,.,8.7%,46.9%[activator],-14.1%,-0.3,11.8%,.,31.0%[activator]

# Some of the entries above in another layout:
# Values run as follows: Pol beta inh	Apoferritin bind	Pol kappa inh	APEX1 inh	ERG-DNA inh	TRHR ag	12-LOX inh	BLM helicase inh	Pol iota inh
O=C(Cn1nnc(-c2cccs2)n1)N1CCc2ccccc2C1
  4.0%	-15.3%	-17.2%	-1.4%	-2.9%	-0.2	-22.9%	-3.6%	73.6%
COc1ccc(NC(=O)CCS(=O)(=O)c2cccc3nonc23)c(OC)c1
  -6.2%	0.4%	1.2%	5.8%	-8.6%	-0.4	-25.0%	-1.0%	14.4%

# Going on with the list.
SMILES,Pol beta inh,Apoferritin bind,Pol kappa inh,APEX1 inh,ERG-DNA inh,TRHR ag,12-LOX inh,BLM helicase inh,Pol iota inh
COc1ccc(-n2c(O)c(C=Nc3ccccc3)c3ccccc3c2=O)cc1OC,3.0%,-6.2%,-15.7%,1.9%,0.0%,-0.6,5.9%,-1.9%,14.0%
CCC(CC)C(=O)Nc1cccc(-c2nc3ccccc3o2)c1,0.3%,-7.0%,-6.3%,-3.0%,.,-2.0,-7.5%&-3.1%,-1.5%,20.0%
CC(=O)N1CCC(N(C(=O)Nc2c(F)cccc2F)C(C)C)CC1,6.0%&49.3%,-6.6%&-0.3%,2.3%[60.1 µM],4.7%,-3.9%&7.0%,-0.1&1.7,1.2%&-2.3%,-4.1%&-1.2%,-7.8%&-17.4%
Cc1cc(C)cc(C(=O)NCC(=O)OCC(=O)c2c(N)n(C)c(=O)n(C)c2=O)c1,.,.,-6.1%,11.3%,10.7%,-0.2,-0.1%,.,42.6%[activator]
Cc1cc(Cl)ccc1C(=O)C1CCCN(C(=O)c2snnc2C)C1 (stereo not drawn),2.8%,-17.7%,12.2%,9.6%,-9.6%,-2.8,1.9%,-0.6%,31.6%[activator]
CCN1C(=O)[C@H]2[C@@H](c3ccc(C)cc3)N3C(=O)N(c4ccccc4)C(=O)[C@@]3(CC)[C@H]2C1=O,37.6%,4.2%,15.4%,25.9%,2.1%,0.1,?,1.4%,16.6%
Brc1ccc(CN2CCN(c3ccccn3)CC2)s1,5.6%,-7.3%,-9.5%,4.2%,.,-0.3,?,-4.3%,11.4%
CCOC(=O)c1noc2nc(C)n(Cc3cccc(C#N)c3)c(=O)c12,36.1%[activator],-6.9%,-2.9%[60.1 µM],.,9.7%,-0.3,2.2%,-2.7%,49.6%[activator]
CC(NC(=O)COC(=O)c1cc([N+](=O)[O-])ccc1N1CCOCC1)c1ccccc1 (stereo not drawn),-0.8%,-22.7%,-5.2%,20.2%,-14.6%,-0.2,-2.4%,2.5%,22.4%
O=C(NCCc1ccccc1)c1ccc(Nc2nc3ccccc3n3nnnc23)cc1,-0.4%,36.4%[activator],-0.5%,.,-2.3%,0.8,-4.1%,-3.9%,-12.9%
Cc1cc(NC(=O)CN2C(=O)c3ccccc3C2=O)no1,29.7%,2.5%,0.1%,4.4%,-0.3%,0.6,-1.6%,-1.6%,156.0%[activator]
Cc1ccc(OC(C)C(=O)Nc2ccc3c(c2)n(C)c(=O)n3C)c(C)c1 (stereo not drawn),-12.0%,-19.5%,-18.5%,45.4%[activator],-1.8%,-1.3,44.7µM*,-6.5%,-12.8%
O=C(c1cccc2ccccc12)N1CCN(Cc2ccccc2F)CC1,1.3%,-14.8%,4.7%,22.8%,10.3%,-1.1,-26.0%,-6.8%,7.1%
O=C(NCc1ccccc1)NC12CC3CC(CC(C3)C1)C2,-1.5%,-7.8%,-7.9%,2.9%,12.6%,-0.1,0.0%,0.9%,12.3%
CCCNC(=O)c1onc(CSc2ccc(F)cc2)c1C(=O)NCC1CC1,.,.,-7.4%,-14.1%,-1.6%,0.1,3.6%,.,18.7%
COc1ccc(CCN2C(=O)c3[nH]nc(-c4ccccc4O)c3C2c2ccc(O)c(OC)c2)cc1 (stereo not drawn),0.5%,-4.0%,-20.8%,.,-0.3%,0.0,?,-4.8%,5.2%

# Three entries already listed, ordered by their value in Pol kappa inh, largest number first.
SMILES	Apoferritin bind	Pol kappa inh	APEX1 inh	ERG-DNA inh	TRHR ag	12-LOX inh	BLM helicase inh	Pol iota inh
Cc1cc(Cl)ccc1C(=O)C1CCCN(C(=O)c2snnc2C)C1 (stereo not drawn)	-17.7%	12.2%	9.6%	-9.6%	-2.8	1.9%	-0.6%	31.6%[activator]
COc1ccc(Cc2nnc(NC(=O)c3ccc(OC(C)=O)cc3)s2)cc1OC	-14.1%	-9.6%	-4.6%	11.6%	-0.2	0.0%	-9.4%	?
Cc1cccc(NC(=O)[C@@H](CC(C)C)NC(=O)[C@@H]2Cc3ccccc3CN2)c1	-16.1%	-11.7%	0.2%	0.8%	0.3	-0.9%	-3.8%	-18.1%

# Compound activity deposited in PubChem BioAssay by National Center for Advancing Translational Sciences (NCATS).
